High-throughput results from PubChem BioAssay.
C2C12 statin – suppressors of statin myotoxicity in C2C12 myotubes, primary screen, cell-based, single point, plate reader; C2C12 myotubes + simvastatin, ATP luminescence, 48 h; scaled: DMSO 0, geranylgeraniol control 100; rescue of ATP level, % at 7.49 µM; 330,000 tested, 0.78% active;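 active = mean ATP rescue above about 67%, or every replicate alone reaching that limit, limit read from the data, passing the limit was not always enough; inconclusive = no clear call, values can overlap the other calls; inactive = mean under the limit and some replicate under it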;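 also: myotubes were challenged with 10 µM simvastatin during compound exposure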
ERp5 inh – inhibitors of ERp5-driven insulin aggregation, primary screen, biochemical, turbidity, absorbance 650 nm, single point. Protein disulfide-isomerase A6 (Homo sapiens), Q15084. inhibition, % at 9.99 µM. AID 651711, 2012. 350,000 tested, 0.05% active. 90 min;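 active = mean replicate inhibition above about 25%, with every replicate also reaching it, limit read from the data, passing the limit was not always enough; inconclusive = only one of those two criteria met; inactive = neither criterion met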
Target sequence (Q15084 whole entry, looked up): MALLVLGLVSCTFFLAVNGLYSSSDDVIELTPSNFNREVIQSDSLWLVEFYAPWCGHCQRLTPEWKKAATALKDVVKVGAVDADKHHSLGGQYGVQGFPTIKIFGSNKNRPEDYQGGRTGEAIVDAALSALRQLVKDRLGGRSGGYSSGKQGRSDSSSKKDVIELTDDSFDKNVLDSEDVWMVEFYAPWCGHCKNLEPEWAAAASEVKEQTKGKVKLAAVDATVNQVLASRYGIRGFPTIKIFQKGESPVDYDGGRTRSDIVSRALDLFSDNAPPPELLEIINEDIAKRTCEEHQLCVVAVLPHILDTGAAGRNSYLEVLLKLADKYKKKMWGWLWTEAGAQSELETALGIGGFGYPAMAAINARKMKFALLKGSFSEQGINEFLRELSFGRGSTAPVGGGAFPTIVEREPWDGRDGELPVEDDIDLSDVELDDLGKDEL
SIRT5 inh – SIRT5 desuccinylase inhibitors, primary screen, biochemical, fluorescence imaging, single point, set 5; AID 652115, 2013; inhibition, % at 15 µM; NAD-dependent protein deacylase sirtuin-5, mitochondrial (Homo sapiens), Q9NXA8; Purified SirT5, succinyl-peptide AMC, trypsin-coupled fluorescence; 330,000 tested, 1.1% active; in the data active = inhibition above about 15%; inconclusive = no clear call, values can overlap the other calls
Target sequence (Q9NXA8 whole entry, looked up): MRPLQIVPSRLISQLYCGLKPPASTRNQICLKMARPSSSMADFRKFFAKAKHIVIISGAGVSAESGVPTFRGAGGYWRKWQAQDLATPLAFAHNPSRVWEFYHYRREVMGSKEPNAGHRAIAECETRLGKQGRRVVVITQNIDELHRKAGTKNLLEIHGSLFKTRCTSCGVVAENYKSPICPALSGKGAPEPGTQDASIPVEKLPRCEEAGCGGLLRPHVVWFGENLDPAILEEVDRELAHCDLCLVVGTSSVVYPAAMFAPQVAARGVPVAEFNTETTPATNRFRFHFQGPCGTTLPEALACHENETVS
Cneo AK release – Cryptococcus neoformans cell lysis inducers, primary screen, AK release luminescence, single concentration; C. neoformans lysis, adenylate kinase release luminescence, 4 h; normalised: neutral wells 0, clomiphene wells 100; lysis activity, % at 15 µM; 360,000 tested, 0.2% active; AID 651654, 2012;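 active = mean lysis activity across replicates of at least 80%, whatever share of replicates individually reach that level; inactive = mean lysis activity below 80%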
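Assay system: C. neoformans cells. Amount: yeast cell density of 5 × 10^6 cells/mL. Technique: AK luminescence. Buffer or medium: YPD. Times: static 4 h at 37 °C with compound, 1 h detection. Dosing: single-point compound dose. Read-out: lysis from increased AK signal.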
miR122 inh – miR-122 Renilla sensor signal increase in Huh7, primary screen, miR-122 inhibitor project, cell-based, single point, plate reader; Huh7 miR-122 Renilla luciferase sensor, 48 h; neutral wells = 0, positive control = 100; activation (reporter increase), % at 12.5 µM; 340,000 tested, 0.3% active; AID 602342, 2012;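 active = mean replicate activation score at least 90 and every replicate individually at or above 90; inconclusive = only one of the two criteria met; inactive = neither criterion met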;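 also: higher luciferase means less miR-122 activity so hits act as miR-122 inhibitors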
ARNT TACC3 PPI – disruptors of ARNT/TACC3 protein interaction, primary screen, biochemical, AlphaScreen, single concentration | AlphaScreen His-ARNT PAS-B/GST-TACC3 binding, luminescence; TACC3 fragment carries E629A point mutation | 390,000 tested, 0.66% active | Transforming acidic coiled-coil-containing protein 3 (Homo sapiens), Q9Y6A5 | AID 623870, 2012 | inhibition, % at 9.99 µM;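 active = mean inhibition of replicates at least 50% and at least half of replicates each reaching 50%; inconclusive = half or more replicates reach 50% but mean below 50%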;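 also: 0% = complete ARNT plus TACC3 wells and 100% = ARNT alone without TACC3; many hits fall short of the cut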
esBAF inh – Bmi1 luciferase reporter increase in mESCs, primary screen, esBAF inhibitor project, mouse ES cells, Bmi1 luciferase knock-in, single point; 24 h; 100% = twice the neutral-well signal; reporter increase, % at 12.5 µM; 350,000 tested, 2% active; AID 602393, 2012; in the data active = activation above about 40%; inconclusive = no clear call, values can overlap the other calls;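 also: 0% = median of the plate's neutral control wells and 100% = double that signal; a rise in the Bmi1 reporter signal indicates esBAF inhibition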
An asterisk follows results filed as active; ? = inconclusive; nt = not tested or not shown; & = joins results of further samples; [ ] = another dose, or the depositor's remark.

SMILES | C2C12 statin | ERp5 inh | SIRT5 inh | Cneo AK release | miR122 inh | ARNT TACC3 PPI | esBAF inh
CCC(=O)Nc1nn(CC(C)C)c2nc3ccc(C)cc3cc12 | -23 | -2 | -11 | 0 | 3 | -4 | 5
CC(=O)Nc1ccc(C(=O)N(C2=NC(C)CS2)c2ccc(Cl)cc2)cc1 (configuration not stated) | 1 | 3 | -1 | 2 | -1 | -14 | 3
O=C(NCCCN1CCCC1=O)c1cc(S(=O)(=O)N2CCOCC2)ccc1Cl | -4 | 1 | -4 | 1 | nt | nt | -10
CCN(CC)S(=O)(=O)c1ccc(N2CCN(C)CC2)c(NC(=O)Nc2ccc(C)cc2)c1 | -28 | -3 | -4 | 1 | -2 | 14 | 21
Cc1ccnc(N2CCCC(C(=O)Nc3ccc(C)c(C)c3)C2)n1 (configuration not stated) | -6 | 4 | -4 | 1 | nt | nt | 12
CCOc1ccc(NC(=O)CN(C)C(=O)CC2OC(=O)c3ccccc32)cc1OCC (configuration not stated) | -9 | -2 | 0 | 1 | 1 | 0 | nt
CC1=C(C(=O)N(C(C)C)C(C)C)CC(CC(=O)NCCCN(C)C)C(=O)N1Cc1ccc(C(C)(C)C)cc1 (configuration not stated) | -5 | 4 | -7 | 0 | -3 | nt | 1
C[C@@H]1CN([C@H](C)CO)C(=O)c2cc(NS(C)(=O)=O)ccc2O[C@H]1CN(C)C | 7 | 0 | -1 | 41 | 13[16.7 µM] | 23 | 8
O=C(Nn1c(SCc2ccccc2F)nc2ccsc2c1=O)c1ccccc1 | nt | 2 | 2 | 4 | 5 | 1 | nt
Cc1ccc(Cl)cc1N1CCN(S(=O)(=O)c2ccc3c(c2)CC(=O)N3C)CC1 | 7 | 2 | -1 | 3 | 3 | -2 | 0
C[C@H](NC(=O)c1ccc2ccccc2c1)C(=O)N1CCC2(CC1)NCCc1[nH]cnc12 | -2 | 7 | -1 | 0 | -6 | 0 | -1
CCOC(=O)N1CCN(C(=O)Cn2c(C)cc3ccccc3c2=O)CC1 | 48 | nt | nt | 1 | -3 | -1 | -4
CN(Cc1ccccc1)C(=O)c1ccccc1-c1ccccc1 | nt | -9 | 1 | 1 | nt | -3 | nt
CCOc1ccc2nc(SCC(=O)c3ccccc3)sc2c1 | -20 | 0 | -6 | -2 | nt | 0 | 47*
COc1ccc(CN=Cc2c(C(=O)O)[nH]c3ccccc23)cc1 | nt | -2 | 1 | nt | nt | -5 | nt
O=C(CCCc1ccccc1)NC1CCSC1=O (configuration not stated) | 0 | 6 | 4 | 0 | -5 | 6 | 18
Cc1ccc(C(=O)N2CCC(n3nccc3NC(=O)c3ccccc3C)CC2)cn1 | nt | 3 | -6 | -1 | -5 | -8 | nt
Cn1c(=Nc2ccccc2)sc2ccccc21 | -25 | 5 | 1 | -2 | 1 | 9 | 39
Cc1ccc(NC(=O)c2ccc(S(=O)(=O)N3CCCCC3)cc2)nc1 | 2 | -4 | 2 | 0 | 5 | 1 | 22
COc1ccc(CN2CCNC(=O)C2CC(=O)N(C)Cc2nc(C)cs2)c(OC)c1 (configuration not stated) | nt | -1 | 0 | 1 | nt | 24 | nt
O=C(Cc1ccc(Cl)cc1)SCc1ccccc1 | 18 | 9 | 4 | 0 | 2 | 14 | -7
C[C@H]1CN([C@@H](C)CO)C(=O)c2cc(/C=C/c3ccccc3)cnc2O[C@H]1CN(C)Cc1cccc(C(=O)O)c1 | -19 | 1 | -13 | -1 | -2[16.7 µM] | -3 | 3
CCCN(C)C[C@@H]1Oc2cc(C#CCC3CCCC3)ccc2S(=O)(=O)N([C@H](C)CO)C[C@H]1C | -37 | nt | nt | nt | 1[16.7 µM] | nt | -3
CC1CN(S(=O)(=O)c2cccc(C(=O)NCCc3ccc(S(N)(=O)=O)cc3)c2)CC(C)O1 (configuration not stated) | 1 | 16 | nt | 14 | -1 | 4 | 1
Cc1ccc(CNc2oc(-c3ccco3)nc2C#N)cc1 | nt | nt | nt | 4 | 2 | 3 | nt

Later entries.
SMILES | C2C12 statin | ERp5 inh | SIRT5 inh | Cneo AK release | miR122 inh | ARNT TACC3 PPI | esBAF inh
N#Cc1c(-c2ccc(F)cc2)c2c([nH]c1=O)-c1ccccc1OC2 | nt | -3 | -22 | 1 | -1 | -6 | nt
Cc1noc(C)c1S(=O)(=O)Nc1ccc2c(c1)C(=O)N([C@H](C)CO)C[C@H](C)[C@H](CN(C)S(=O)(=O)c1c(C)noc1C)OCCCC[C@H](C)O2 | nt | 1 | 7 | -4 | 34[16.7 µM] | -9 | 0
CCCCCCCN1C(N(C)C)=NC[C@@H]1Cc1ccccc1 | -57 | 5 | 0 | 1 | -2 | 0 | -35
O=C(O)CCc1nc2cc(Cl)ccc2n(Cc2ccccc2)c1=O | nt | 1 | -3 | nt | nt | -2 | nt
CCOC(=O)C1Sc2[nH]c(=O)sc2C(c2ccc(Cl)cc2)C1C(=O)OCC (configuration not stated) | 35 | nt | nt | nt | -4 | 17 | 0
CN(C(=O)COC(=O)c1ccc(Cl)nc1)C1CCS(=O)(=O)C1 (configuration not stated) | 1 | 2 | 1 | 1 | 0 | -8 | -5
Cc1ccc([N+](=O)[O-])c(OCC(=O)OCC(=O)c2ccccc2)c1 | nt | 2 | 1 | -1 | -4 | -1 | nt
CCNC(=O)[C@H]1[C@H](CO)[C@H]2Cn3c(ccc(C4=CCCCC4)c3=O)[C@H]2N1C(=O)CC1CC1 | 13 | -5 | 5 | 44 | 9[16.7 µM] | 17 | 0
O=C(CCN1C(=O)/C(=C\c2cccs2)SC1=S)NC1=NCCS1 | nt | 3 | 0 | 7 | -8 | 0 | nt
COc1ccc(S(=O)(=O)N2CCC(C(=O)NCc3ccccc3)CC2)cc1OC | nt | -4 | -5 | nt | nt | 26 | nt
CC12CCC(C(=NO)C1=NO)C2(C)C (configuration not stated) | 10 | 0 | -3 | -3 | nt | -4 | -3
Cc1ccc2cc3cc(C(=O)N4CC(C)CC(C)C4)oc3nc2c1 (configuration not stated) | -3 | nt | nt | -1 | 0 | 2 | -15
CN1[C@@H]2c3ccc(-c4cccc(F)c4)c(=O)n3C[C@@H]2[C@@H](CO)[C@@H]1C(=O)NC1CCC1 | -1 | 2 | 2 | 54 | nt | -10 | -1
C[C@H](CO)N1C[C@H](C)[C@H](CN(C)Cc2ccncc2)Oc2ncc(-c3cccc(C#N)c3)cc2C1=O | 3 | -2 | -2 | 1 | 1[16.7 µM] | -2 | 0
CC(C)NC(=O)Nc1ccc2c(c1)C(=O)N([C@H](C)CO)C[C@H](C)[C@@H](CN(C)S(=O)(=O)c1cccs1)OCCCC[C@@H](C)O2 | nt | 1 | 5 | -6 | 14[16.7 µM] | -9 | -3
O=C1Cc2ccccc2Sc2ccc(Cl)cc21 | 3 | nt | nt | 6 | 1 | -34 | -6
CCOC(=O)C1=C(C)N(C)C(=S)NC1c1ccc(Cl)cc1 (configuration not stated) | nt | 3 | -2 | 13 | 3 | -7 | nt
CC(C)(C)NC(=O)Cn1cnc([N+](=O)[O-])n1 | 4 | nt | nt | 1 | -5 | 0 | -5
c1ccc(NCCSc2nc3ccccc3s2)cc1 | nt | -1 | 2 | nt | 0 | -13 | nt
CSCCC(NC(=O)c1ccco1)C(=O)N1CCN(Cc2ccccc2)CC1 (configuration not stated) | 8 | -2 | 11 | 1 | nt | -3 | -2
COc1cc(C(=O)N(c2ccc(C)c(C)c2)C2C=CS(=O)(=O)C2)cc(OC)c1OC (configuration not stated) | nt | 8 | -5 | nt | nt | -10 | nt
O=C(O)/C(=C\c1ccco1)NC(=O)c1ccccc1 | nt | 5 | 1 | -1 | 0 | -5 | nt
CCOc1cc(-c2cc(N)n[nH]2)cc(OCC)c1OCC | 16 | 0 | -9 | 1 | nt | -11 | -1
O=C(C[C@@H]1CC[C@H](NC(=O)Nc2cccc(F)c2)[C@H](CO)O1)NCC1CC1 | -9 | 2 | 3 | 25 | -16[16.7 µM] | 5 | -3
C[C@@H]1CN([C@@H](C)CO)C(=O)c2cccc(NC(=O)C3CC3)c2O[C@H]1CN(C)Cc1ccc2c(c1)OCO2 | -8 | 1 | -2 | -1 | 16[16.7 µM] | -12 | -3

(list continues)
SMILES | C2C12 statin | ERp5 inh | SIRT5 inh | Cneo AK release | miR122 inh | ARNT TACC3 PPI | esBAF inh
CC1C2CC(C(CN(C)C)/C2=N/O)C1(C)C (configuration not stated) | 28 | nt | nt | -1 | -7 | -1 | 7
CSC(=NC1CCCCC1)NS(=O)(=O)c1ccccc1 | 5 | -3 | -3 | -4 | 6 | 5&-5 | 12
Cc1cc(C)nc(Nc2nc(C(N)Cc3ccccc3)cs2)n1 (configuration not stated) | -26 | ? | -1 | -1 | 4 | nt | -13
COc1ccc2nc(NC(=O)CSc3nc(C)cc(=O)[nH]3)sc2c1 | 6 | nt | nt | 0 | 5 | 37 | 10
O=C(Nc1cccc2cccnc12)c1ccc(Cl)cc1 | 2 | 4 | 3 | 1 | 5 | -5 | 45*
COc1ccccc1S(=O)(=O)Nc1cccc(-c2nnc3n2CCCCC3)c1 | 12 | nt | nt | 0 | 8 | 3 | -10
CCC(CC)NC(=O)c1cc(OC)c(OC)cc1[N+](=O)[O-] | 2 | nt | nt | 0 | -7 | 0 | 7
Cc1ccc(C(=O)NC(=S)NCC2CCCO2)cc1Br (configuration not stated) | nt | 7 | -3 | nt | nt | 7 | nt
COc1cc2c(cc1[N+](=O)[O-])-c1ccccc1C2 | 5 | 3 | 0 | 0 | -6 | 3 | 42*
CCn1cc(CNC(=O)CCc2ccc(OC)cc2)cn1 | nt | nt | nt | 0 | 1 | -1 | -4
CSc1nnc(C)c(=O)n1COC(=O)COc1ccc(Cl)cc1 | 12 | 7 | 2 | nt | -3 | -4 | -8
CCOc1ncccc1C(=O)N1CCN(S(=O)(=O)c2cccs2)CC1 | -1 | 4 | -4 | 2 | 1 | -7 | -7
COc1cc2ccccc2cc1C(=O)Nc1ccc(N2CCOCC2)cc1 | -17 | 1 | 1 | -1 | 10 | nt | -10
C[C@@H]1CN([C@@H](C)CO)C(=O)c2cc(NS(=O)(=O)c3cn(C)cn3)ccc2O[C@@H](C)CCCCO[C@@H]1CN(C)Cc1ccncc1 | nt | -3 | -3 | -3 | 10[16.7 µM] | -18 | 1
COc1ccc(OC)c(NC(=O)C2CCCN2C(=O)OCc2ccccc2)c1 (configuration not stated) | 28 | nt | nt | 26 | 2 | -7 | -4
CCC(=O)O[C@]1(C(=O)CCl)[C@@H](C)C[C@H]2[C@@H]3CCC4=CC(=O)C=C[C@]4(C)[C@@]3(F)[C@@H](O)C[C@@]21C | 9 | -5 | 0 | 1 | 6 | 1 | 7
CCCc1[nH]c2ccc(C#N)cc2c1CCC | -2 | 4 | 0 | 1 | nt | -3 | -13

Record cards (already shown). Order of screens: C2C12 statin, ERp5 inh, SIRT5 inh, Cneo AK release, miR122 inh, ARNT TACC3 PPI, esBAF inh
Results for `Cc1cc(C)nc(Nc2nc(C(N)Cc3ccccc3)cs2)n1` (configuration not stated) : -26, ?, -1, -1, 4, nt, -13
Results for `COc1ccc2nc(NC(=O)CSc3nc(C)cc(=O)[nH]3)sc2c1` : 6, nt, nt, 0, 5, 37, 10

Not a hit list; any-hit rate near 4%.
